Bioassay records from PubChem.
SIRT5 inh: sirtuin-5 (human) deacylase inhibition; inhibition, % at 15 µM; Purified SirT5, succinyl-peptide AMC, trypsin-coupled fluorescence; 330,000 compounds, 1.1% hits; Q9NXA8; in the data active = inhibition above about 15%
Target sequence (Q9NXA8 whole entry, looked up): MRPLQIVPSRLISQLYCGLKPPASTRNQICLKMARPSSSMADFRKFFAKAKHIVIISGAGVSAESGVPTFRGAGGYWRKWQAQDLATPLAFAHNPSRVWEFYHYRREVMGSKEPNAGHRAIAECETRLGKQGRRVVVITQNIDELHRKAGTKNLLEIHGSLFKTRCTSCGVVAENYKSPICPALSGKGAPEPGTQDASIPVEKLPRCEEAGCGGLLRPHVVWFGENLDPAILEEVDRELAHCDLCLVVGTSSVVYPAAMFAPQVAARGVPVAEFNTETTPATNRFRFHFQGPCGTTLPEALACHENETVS
PGC1a acetyl inh: modulators of PGC1a acetylation | inhibition, % at 15.6 µM | U2OS PGC1a acetylation, AlphaScreen anti-acetyl-lysine; with virally co-expressed GCN5 acetyltransferase | 350,000 compounds, 0.17% hits | AID 651687;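 active = every replicate shows inhibition of at least 40%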;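 also: 0% = neutral control wells and 100% = positive control wells; some results beyond the cut were filed as inactive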
Cneo AK release: Cryptococcus neoformans lysis via adenylate kinase release; C. neoformans lysis, adenylate kinase release luminescence, 4 h; normalised: neutral wells 0, clomiphene wells 100; 360,000 compounds, 0.2% hits; lysis activity, % at 15 µM;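 active = mean lysis activity across replicates of at least 80%, whatever share of replicates individually reach that level; inactive = mean lysis activity below 80%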
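Assay system: Cryptococcus neoformans yeast cells / Dosing: single-point compound dose / Timing: 4 h at 37 °C static, read 1 h later / Measured by: luminescence of released adenylate kinase using an AK detection reagent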
ERAP1 inh: blocks human ERAP1 aminopeptidase activity. AID 652197. inhibition, % at 10.7 µM. 340,000 compounds, 0.15% hits. recombinant ERAP1, Leu-AMC fluorescence, 60 min. Q9NZ08;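 active = mean replicate inhibition of at least 30%, or all replicates individually reaching that 30% level; inactive = mean below 30% and not every replicate reaching it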;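 also: 0% = neutral control wells and 100% = L-leucinethiol positive control wells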
Xi reactivation: activators of X-chromosome reactivation in mouse fibroblasts | XiGFP mouse fibroblasts, % GFP-positive cells imaging, 3 d; cells co-treated with 5-aza-dC sensitizer; scaled so ellipticine positive control = 100% | activation, % at 7.58 µM | 360,000 compounds, 0.055% hits | AID 743238;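 active = mean normalized replicate activation at least 10% and every replicate at or above 10%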;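 also: 0% = median of on-plate neutral control wells and 100% = ellipticine 6 µM median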
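Assay system: SV40-immortalized XiGFP fibroblast cells, line 68-5-11; buffer or medium: DMEM plus 5-aza-dC sensitizer; compound: one concentration, pinned; timing: compounds 3 days, fix/stain 15 min at room temperature; benchmarks: positive control ellipticine, 6 µM final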
S100A4 inh HTS: blocks human S100A4 binding to myosin IIA peptide. P26447. S100A4/TAMRA-MyoIIA peptide fluorescence polarization. inhibition, % at 10.7 µM. 360,000 compounds, 0.14% hits;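 active = mean inhibition of at least 70% across replicates, with every replicate also reaching that level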
Target sequence (P26447 whole entry, looked up): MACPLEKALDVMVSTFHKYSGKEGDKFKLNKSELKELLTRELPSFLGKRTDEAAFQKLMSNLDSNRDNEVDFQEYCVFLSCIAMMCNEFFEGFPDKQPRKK
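Material: S100A4 monomer protein / Buffer or medium: 50 mM HEPES pH 7.2, 10 mM CaCl2, 100 mM KCl / Times: 5 min incubation before reading / Benchmarks: neutral control DMSO, positive control TFP / Reagent: labelled myosin peptide probe, 5 nM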
Statin myotox sup: suppressors of simvastatin-induced myotoxicity in C2C12 myotubes. ATP luminescence, 48 h; scaled: DMSO 0, geranylgeraniol control 100. AID 602340. 330,000 compounds, 0.78% hits. rescue of ATP level, % at 7.49 µM;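 active = mean ATP rescue above about 67%, or every replicate alone reaching that limit, limit read from the data, passing the limit was not always enough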;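 also: myotubes were challenged with 10 µM simvastatin during compound exposure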
LGR2 inh: blocks bursicon-induced cAMP signaling via Drosophila LGR2. HEK293 LGR2, CRE-luciferase, bursicon-stimulated, 4 h. inhibition, % at 9.99 µM. 380,000 compounds, 0.35% hits;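 active = drop in luminescence signal, shown as inhibition above about 50% in the replicate tests, limit read from the data, passing the limit was not always enough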;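 also: agonist challenge used bursicon conditioned medium at about half maximal strength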
Numbers without * were called inactive; · = not tested or not shown. The list is partial; count on the stated rates, not on these rows.

Start of the listing, in advance, 6 compounds:
compound	Statin myotox sup	Cneo AK release	S100A4 inh HTS	PGC1a acetyl inh	ERAP1 inh	LGR2 inh	SIRT5 inh	Xi reactivation
C[C@@H]1CN([C@@H](C)CO)C(=O)c2cc(NC(=O)NC3CCCCC3)ccc2O[C@@H]1CN(C)Cc1ccc(C(F)(F)F)cc1	13.2	-2.8	1.8	0.4	0.8	-16.4	0.9	-0.1
COC(=O)[C@H](C)NC(=O)NCc1ccccc1	1.5	-3.6	-3.5	6.0	·	4.7	0.5	0.3
C=CCNC(=O)c1n[nH]c2c1CC(C(C)(C)CC)CC2 (configuration not stated)	-1.0	3.9	16.9	0.7	-3.0	-3.0	·	0.1
Cc1cc(N2CCOCC2)nc2ccc(NC(=S)NC(C)C)cc12	-20.7	1.7	-3.1	10.9	1.0	-31.5	-8.9	0.0
S=C(c1ccccc1)N1CCSCC1	-7.7	2.6	0.3	5.2	-0.4	-3.5	-0.5	0.3
Nc1ncnc2c1ncn2[C@@H]1O[C@H](CNC(=O)[C@@H](N)C2CCCCC2)[C@@H](O)[C@H]1O	0.0	-3.4	3.0	25.5	16.9	-17.5	3.1	0.0

All compounds of this part (from the top)
compound	Statin myotox sup	Cneo AK release	S100A4 inh HTS	PGC1a acetyl inh	ERAP1 inh	LGR2 inh	SIRT5 inh	Xi reactivation
C[C@@H]1CN([C@@H](C)CO)C(=O)c2cc(NC(=O)NC3CCCCC3)ccc2O[C@@H]1CN(C)Cc1ccc(C(F)(F)F)cc1	13.2	-2.8	1.8	0.4	0.8	-16.4	0.9	-0.1
COC(=O)[C@H](C)NC(=O)NCc1ccccc1	1.5	-3.6	-3.5	6.0	·	4.7	0.5	0.3
C=CCNC(=O)c1n[nH]c2c1CC(C(C)(C)CC)CC2 (configuration not stated)	-1.0	3.9	16.9	0.7	-3.0	-3.0	·	0.1
Cc1cc(N2CCOCC2)nc2ccc(NC(=S)NC(C)C)cc12	-20.7	1.7	-3.1	10.9	1.0	-31.5	-8.9	0.0
S=C(c1ccccc1)N1CCSCC1	-7.7	2.6	0.3	5.2	-0.4	-3.5	-0.5	0.3
Nc1ncnc2c1ncn2[C@@H]1O[C@H](CNC(=O)[C@@H](N)C2CCCCC2)[C@@H](O)[C@H]1O	0.0	-3.4	3.0	25.5	16.9	-17.5	3.1	0.0
CN(C(=O)c1cccc(NC(=O)Cc2cccc(NC(=O)C3CCN(C(=O)C4CC4)CC3)c2)c1)C1CCC1	0.5	-2.2	-2.9	-5.8	-0.1	4.1	-3.4	0.1
CC(C)N(Cc1cnn(C)c1)C(=O)C1CCC(=O)N(CCc2cccc(F)c2)C1 (configuration not stated)	0.6	1.6	-5.0	-9.6	2.5	-18.5	2.1	0.0
O=C(O)c1cc(-c2ccc(Br)s2)nc2ccccc12	9.9	-15.3	-3.8	-3.9	-2.3	1.7	1.7	0.2
COc1ccc(C(=O)NC2CC(C)(C)Cc3c2cnn3-c2ccccc2C)o1 (configuration not stated)	·	0.2	-1.4	·	0.8	2.3	1.3	0.4
CC(C)(C)Nc1c2ccccc2nc2ccccc12	-6.5	1.1	-1.4	4.5	-32.6	1.5	-4.0	0.0
O=C(O)CCCC(=O)Nc1ccc(Cl)cc1	1.3	1.6	3.0	-2.7	0.5	-13.5	1.5	0.0
CCOC(=O)N1CCN(S(=O)(=O)c2ccc(-n3cnnn3)cc2)CC1	1.1	3.3	5.8	-1.5	-0.8	5.2	-2.5	0.1
CO[C@@H]1CN(C)C(=O)c2cc(NC(=O)C3CC3)ccc2OC[C@H](C)N(C(=O)c2cnccn2)C[C@@H]1C	-9.4	-2.8	-4.1	2.2	1.9	21.4	-0.3	0.0
COc1ccc(-c2[nH]ncc2CN2CCCO2)c(F)c1	-4.1	-1.9	-1.7	13.6	-0.3	0.5	-5.9	0.0
C#CCOCCOCCOCCNc1nc(N2CCN(C(=O)[C@H]([C@@H](C)CC)n3cc(CCCCN)nn3)CC2)nc(N2CCN(C(=O)[C@H](CCCCN)n3cc(CCCC)nn3)CC2)n1	6.8	-1.9	-3.5	6.2	-7.4	-2.4	-11.9	-0.1
Cc1ccc(OC(C)C(=O)N2CC(=O)Nc3ccccc32)cc1 (configuration not stated)	6.3	1.0	-2.8	-7.5	1.5	20.8	-1.1	0.2
Clc1ccccc1-c1nc2nc3ccccc3nc2n1-c1ccc2c(c1)OCO2	·	3.2	-3.2	-3.9	-3.0	12.5	1.1	0.0
O=C(NCC(c1ccco1)N1CCN(c2ccccc2)CC1)c1cccs1 (configuration not stated)	-1.2	0.1	2.8	·	0.2	3.2	10.4	0.3
O=C(Cc1ccccc1)N1C[C@H]2[C@@H](c3ccccc31)[C@@H](CO)N2C(=O)Nc1ccc(F)cc1	-34.6	-9.3	-11.7	-8.2	2.4	4.4	-3.0	0.1
COc1ccc([C@H]2/C=C\CN(S(=O)(=O)c3cccc4cccnc34)[C@@H](C)C(=O)N2Cc2ccc(F)cc2)cc1	-14.3	2.1	-1.3	-25.7	-1.4	8.1	·	0.0
CN(C)N=Nc1ccc(S(=O)(=O)/N=C(\O)c2ccccc2)cc1	9.9	0.7	-4.6	-8.0	0.1	3.7	1.4	-0.1
CC1CCCCN1C(=O)CSc1nc2ncccc2[nH]1 (configuration not stated)	13.3	-1.8	-1.5	3.0	-2.0	-16.6	-2.0	0.0
Cc1cc(C)c(NC(=O)C2CCC(=O)N2)c(C)c1 (configuration not stated)	-2.9	735.4*	-3.8	-4.5	-0.7	14.8	-1.2	0.0
CCOC(=O)C1(CCCc2ccccc2)CCN(C(=O)CSC)CC1	-0.3	4.2	9.1	-16.1	-1.8	1.0	-6.4	0.0
CC(c1ccccc1)n1c(CO)nc2ccccc21 (configuration not stated)	3.0	1.0	-2.4	-3.1	-2.5	0.4	4.2	0.0
Cc1cccc(NC(=O)[C@@H](CC(C)C)NC(=O)[C@@H]2Cc3ccccc3CN2)c1	5.1	0.2	-4.8	-5.8	0.4	-6.2	-2.7	0.0
CCCC#Cc1cnc2c(c1)C(=O)N([C@@H](C)CO)C[C@@H](C)[C@@H](CN(C)C(=O)Nc1c(C)noc1C)O2	3.1	-2.5	0.4	4.5	5.7	-0.6	8.3	-0.4
COc1ccc(NC(=O)N(C)C[C@@H]2OCCCC[C@@H](C)Oc3ccc(NC(=O)C4CCCCC4)cc3C(=O)N([C@@H](C)CO)C[C@H]2C)cc1	·	-2.9	0.6	-9.1	0.3	-5.0	-3.5	0.0
CC(C)NC(=O)N(C)C[C@@H]1OCCCC[C@@H](C)Oc2ccc(NC(=O)Cc3ccccc3)cc2C(=O)N([C@H](C)CO)C[C@H]1C	·	-2.8	-30.4	-9.5	·	12.9	-0.8	0.0
O=C(C[C@H]1C=C[C@H](NS(=O)(=O)c2ccccc2)[C@@H](CO)O1)NCc1ccncn1	1.8	-2.2	-1.1	7.0	1.1	-3.3	-2.3	0.3
OC1(c2ccc(Cl)cc2)CCN(Cc2c[nH]c3ccccc23)CC1	-3.8	-0.5	-0.4	-18.6	-3.9	9.6	4.2	0.1
NS(=O)(=O)c1cccc(NC(=O)CCSc2ccc(Cl)cc2)c1	30.9	-1.9	·	4.4	·	0.4	·	0.5
CCn1c(=O)c2sccc2n(CC(=O)NC2CCCCC2)c1=O	8.9	-0.2	-3.0	·	-0.7	1.4	-0.7	·
O=Cc1ccccc1OCc1nnsc1Cl	-5.7	·	-7.4	-1.2	-2.0	·	-4.2	0.0
CCN1CCC(O)(C#Cc2ccccc2)CC1	7.4	-0.3	0.8	-3.4	0.7	-9.9	-4.9	0.0
COc1cc2cnc(-c3ccccc3)c(C(=O)c3ccc(F)cc3)c2cc1OC	-18.4	-3.6	-0.8	-4.1	-0.6	-44.3	·	0.0
COc1ccc(NC(=O)Nc2ccc3c(c2)CC(=O)N([C@H](C)CO)C[C@@H](C)[C@H](CN(C)S(=O)(=O)c2cn(C)cn2)O3)cc1	-26.1	0.1	-7.2	3.2	2.1	6.9	0.6	0.0
CN(CC(=O)Nc1ccccc1Br)C(=O)c1ccc(COc2ccccc2)cc1	-10.2	3.6	1.1	-3.4	-1.0	-1.4	-2.0	-0.1
COc1ccccc1N1CC(C(=O)Nc2nnc(SCC(=O)N3CCOCC3)s2)CC1=O (configuration not stated)	9.2	-0.5	-2.0	·	4.2	0.7	-0.5	0.1
COc1ccc(C#Cc2ccc3c(c2)[C@H]2[C@H](CCN2S(=O)(=O)c2ccccc2C)[C@H](CO)N3C)cc1	-7.9	0.2	-0.7	6.8	3.8	1.9	1.3	0.0
NC(=O)NCCCC(=O)O	6.1	-2.6	-5.7	-4.8	·	·	·	·
NS(=O)(=O)c1ccc(CCNC(=O)c2ccc(C(=O)c3ccccc3)cc2)cc1	6.9	·	-0.2	·	-3.5	6.6	-2.8	0.0
O=[N+]([O-])c1ccc(OC2OCC(O)C(O)C2O)cc1 (configuration not stated)	·	·	-1.9	·	0.1	2.0	·	0.2
CN(C(=O)CSc1nnnn1-c1ccccc1)C1CCS(=O)(=O)C1 (configuration not stated)	·	·	4.5	·	3.8	-13.5	-3.7	0.0
O=C(CC1SC(N2CCCC2)=NC1=O)Nc1ccc(C(=O)N2CCCC(C(F)(F)F)C2)cc1 (configuration not stated)	·	·	3.3	1.3	1.1	-6.6	-1.1	0.2
COc1ccc(CNc2ncnc3cc(OC)c(OC)cc23)cc1OC	·	·	3.4	·	-0.5	18.8	0.2	0.1
CC(C)NC(=O)c1ccc2c(c1)N(Cc1ccccc1)C(=O)C(C)(C)O2	-9.7	0.3	1.2	3.9	0.3	3.2	0.1	0.0
Cc1ccc(-n2nc3c(c2NC(=O)/C=C\c2ccc4c(c2)OCO4)CSC3)c(C)c1	27.4	1.3	1.6	6.4	·	11.3	·	-0.1
Cc1ccc(S(=O)(=O)Nc2ccc3c(c2)C(=O)N([C@@H](C)CO)C[C@@H](C)[C@H](CN(C)S(=O)(=O)c2cn(C)cn2)OCCCC[C@H](C)O3)cc1	·	-1.1	2.8	7.5	-3.7	5.2	0.0	-0.1
CC(C)C[C@@H]1COCc2cn(nn2)CC[C@@H](Cc2ccccc2)C(=O)N1	·	3.3	1.7	·	0.7	-7.4	-3.3	0.0
COc1cccc(NC(=O)C/C(C)=N/NC(=O)C2CCCCC2)c1	-22.5	3.3	-4.2	7.5	-2.3	3.5	-3.9	0.0
